# CAL PDZ FP-1: human CAL PDZ-peptide interaction inhibition; purified CAL PDZ, TMR-peptide fluorescence polarization, 1 h; inhibition, % at 20 µM; 330,000 compounds, 0.02% hits; AID 504414;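 active = highest replicate inhibition of at least 40%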;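 also: plate controls were DMSO neutral control wells for no effect and unlabeled competitor peptide control wells for full effect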
#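 Material: tagged CAL PDZ protein CerCALP, purified; buffer or medium: sodium phosphate/NaCl buffer pH 7.4 with TCEP, IgG, Thesit; also added: fluorescent TMR peptide probe; schedule: 1 h incubation at room temperature before polarization reading; technique: fluorescence polarization from S- and P-plane intensities, G-factor corrected; control set: unlabelled peptide and DMSO controls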
# SR-BI DiI-HDL act: enhances SR-BI lipid uptake from DiI-HDL; 320,000 compounds, 0.096% hits; CHO ldlA[mSR-BI] cells, DiI-HDL uptake fluorescence, 3 h; 100 = double the neutral-control signal; AID 504775; activation, % at 12.5 µM;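 active = mean replicate activation of at least 60% and every replicate at or above 60%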;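 also: 0% = median plate neutral-control signal and 100% = twice that signal; values of inactives mirror those of a sister screen read the other way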
#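 Material: SR-BI-overexpressing, LDLR-lacking CHO cells | Dosing: Single compound concentration, delivered by pin transfer | Probe or stimulus: Labelled HDL, 10 µg/mL | Signal: Bottom-read cell fluorescence after medium removal, ex 550/em 595 nm | Schedule: 3 h, 37 °C | Evaluation: HDL uptake via cellular fluorescence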
# RTF Ca sens inh: cardiac RTF calcium desensitization. P19429+P45379. IANBD-labeled cardiac RTF, Ca2+ fluorescence. inhibition, % at 7.15 µM. 340,000 compounds, 0.12% hits;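 active = inhibition above the mean inhibition of all tested compounds plus 3 SD, cut at about 17% in these data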;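 also: assay run at fixed EC70 calcium of 1.6 mM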
# DAGLB inh: diacylglycerol lipase beta (human) inhibition | Q8NCG7 | HEK293T DAGLB membrane lysate, EnzChek fluorogenic substrate | inhibition, % at 5.17 µM | 340,000 compounds, 0.059% hits | AID 504411; in the data active = inhibition above about 34%;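 also: 0% = enzyme with vehicle and 100% = wells lacking enzyme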
# Target sequence (Q8NCG7 whole entry, looked up): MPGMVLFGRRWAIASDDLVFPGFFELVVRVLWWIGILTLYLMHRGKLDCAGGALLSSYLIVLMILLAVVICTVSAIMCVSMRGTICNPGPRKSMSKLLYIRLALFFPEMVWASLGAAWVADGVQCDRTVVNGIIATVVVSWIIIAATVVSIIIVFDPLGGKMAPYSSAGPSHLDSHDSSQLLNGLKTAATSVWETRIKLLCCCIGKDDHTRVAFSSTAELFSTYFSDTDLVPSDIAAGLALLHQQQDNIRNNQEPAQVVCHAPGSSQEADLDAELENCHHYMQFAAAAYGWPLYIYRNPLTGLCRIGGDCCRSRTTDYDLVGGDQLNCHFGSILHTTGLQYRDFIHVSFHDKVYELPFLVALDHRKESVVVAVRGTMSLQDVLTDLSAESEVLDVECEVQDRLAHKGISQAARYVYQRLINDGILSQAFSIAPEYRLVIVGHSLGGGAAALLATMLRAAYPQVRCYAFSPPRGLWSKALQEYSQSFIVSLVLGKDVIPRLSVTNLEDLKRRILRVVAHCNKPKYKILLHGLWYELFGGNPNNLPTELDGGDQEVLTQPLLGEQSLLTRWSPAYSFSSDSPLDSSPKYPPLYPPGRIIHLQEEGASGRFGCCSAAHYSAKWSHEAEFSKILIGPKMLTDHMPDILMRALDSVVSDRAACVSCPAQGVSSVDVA
# Rtt109 HAT inh: inhibitors of Candida albicans Rtt109/Vps75 histone acetyltransferase; purified Rtt109/Vps75, ThioGlo CoA-SH fluorescence, 4 h; inhibition, % at 34.9 µM; 330,000 compounds, 0.16% hits;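 active = inhibition of at least 50% in every replicate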
# CAL PDZ FP-2: CAL PDZ (human) peptide binding inhibition; 300,000 compounds, 0.92% hits; AID 602252; purified CAL PDZ, TMR-peptide fluorescence polarization, 1 h; inhibition, % at 24.9 µM;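 active = mean inhibition of at least 30% with at least half of replicates also reaching 30%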;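 also: 0% = DMSO neutral control and 100% = excess unlabeled competitor peptide PRC23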
# C-LANA FP: KSHV C-LANA DNA binding inhibition. MBP-C-LANA/FAM-LBS DNA binding, fluorescence polarization. inhibition, % at 9 µM. 340,000 compounds, 0.078% hits. AID 504423;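 active = highest replicate inhibition at or above 60% at 9 µM, even if other replicates fall short; inactive = all replicates below 60% inhibition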;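 also: 0% = neutral control wells and 100% = 4 µM acridine orange control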
# PKA-R2B activ: activators of human PKA-R2B complex; PKA-R2B holoenzyme dissociation, Cy5-IP20 fluorescence polarization; R2B truncated from residue 108, S112A mutant; 0% DMSO only, 100% 113 µM cGMP; AID 504700; 340,000 compounds, 0.079% hits; activation, % at 11.4 µM;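 active = activation above a cutoff set at the mean over all compounds plus 3 SD, cut at about 18% in these data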;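 also: higher means more holoenzyme dissociation and a rise in polarization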
# Target sequence (P31323 whole entry, looked up, other chains not shown, the tested form may be a part): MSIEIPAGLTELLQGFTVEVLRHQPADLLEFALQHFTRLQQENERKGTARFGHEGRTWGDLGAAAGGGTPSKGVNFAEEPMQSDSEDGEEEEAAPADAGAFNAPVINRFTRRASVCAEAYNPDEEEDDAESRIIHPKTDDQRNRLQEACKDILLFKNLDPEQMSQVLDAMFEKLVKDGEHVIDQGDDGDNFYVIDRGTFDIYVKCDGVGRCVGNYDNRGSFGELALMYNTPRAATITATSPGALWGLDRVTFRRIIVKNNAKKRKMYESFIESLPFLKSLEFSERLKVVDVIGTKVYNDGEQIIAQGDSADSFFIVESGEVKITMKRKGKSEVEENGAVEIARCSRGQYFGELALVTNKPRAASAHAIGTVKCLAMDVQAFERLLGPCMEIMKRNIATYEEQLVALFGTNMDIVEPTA
# cardiac RTF act: increases calcium sensitivity of human cardiac regulated thin filaments; P19429+P45379; IANBD-labeled TnC RTF fluorescence at EC20 calcium; 0% EC20 calcium, 100% full calcium; activation, % at 7.2 µM; 340,000 compounds, 0.24% hits; AID 493008;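 active = activation above the mean over all tested compounds plus 3 SD, cut at about 30% in these data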;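 also: rise in fluorescence read as greater calcium sensitivity of cardiac thin filaments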
# Keap1 Nrf2 FP: inhibitors of human Keap1-Nrf2 protein-protein interaction | inhibition, % at 9.4 µM | 340,000 compounds, 0.15% hits | Q14145 | Keap1 Kelch-Nrf2 peptide fluorescence polarization, 1536-well; in the data active = inhibition above about 12%;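 also: human Keap1 Kelch domain with fluorescein labeled Nrf2 9mer peptide probe; 0% = neutral control wells and 100% = peptide positive control; higher means more block of Keap1 binding to Nrf2 peptide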
# * marks the source's active call; other numbers are inactive results; . = not tested or not shown. Random draw from the library; overall some 1.6% were active at least once.
SMILES,CAL PDZ FP-1,SR-BI DiI-HDL act,RTF Ca sens inh,DAGLB inh,Rtt109 HAT inh,CAL PDZ FP-2,C-LANA FP,PKA-R2B activ,cardiac RTF act,Keap1 Nrf2 FP
CCOC(=O)N1CCc2c(sc(NC(=O)CN3CCOCC3)c2C(=O)Nc2ccccc2)C1,-2.4,-37,7,1,7,1,1.0,-7,-8,-1
CN(C)S(=O)(=O)n1cc(/C=C(\NC(=O)c2ccccc2F)C(=O)N2CCOCC2)c2ccccc21,-0.7,-10,-11,-4,2,-1,1.2,2,-7,-4
CC(C)Cc1nc2sc3c(NCc4ccco4)ncnc3c2c2c1COC(C)(C)C2,-2.1,-39,3,-5,-3,1,0.2,-1,0,-5
CSc1nnc(-c2cccc(C)c2)n1N,0.4,34,-3,-2,6,-1,-3.2,10,0,-4
Cc1cccc(Nc2nnc(-c3ccc(C(=O)N4C[C@H]5C[C@H](C4)c4cccc(=O)n4C5)cc3)c3ccccc23)c1,-1.2,-20,-7,1,-5,-2,1.5,-7,2,0
Cc1ccc(NC(=O)C(C)OC(=O)Cn2cnc3ccccc3c2=O)cc1 (stereo not drawn),-0.5,6,-2,2,8,.,-0.8,-12,7,2
O=C(Nc1ccc(Cl)cc1Cl)c1ccc(Br)o1,-1.4,-6,3,-8,1,-4,-1.4,-11,4,0
CCn1c(=O)n(CC)c2cc(N3CCCC3)c(NC(=O)c3ccccc3C)cc21,-0.7,-3,-3,-1,2,-4,0.3,0,-2,2
Cn1c(=O)c(NC(=O)c2ccccc2)c2n(c1=S)CCCCC2,-1.9,24,4,0,0,-3,0.4,-4,5,2
CCn1c(C(Cc2ccccc2)NC(=O)COC)nc2ccccc21 (stereo not drawn),0.1,23,-2,-2,1,-6,0.8,-3,-1,2
CN(C)c1ccc(C(=O)OCC(=O)NCCNC(=O)COC(=O)c2ccc(N(C)C)cc2)cc1,0.0,-17,-8,4,4,-7,3.1,1,-2,2
CCN1CCN(c2ccc(S(=O)(=O)N3CCCCC3)cc2NC(=O)/C=C/c2ccc(F)cc2)CC1,-3.4,53,-8,1,36,-4,1.3,3,-5,-2
O=c1c(-n2cncn2)c[nH]n1-c1cccc(Cl)n1,0.0,3,1,-1,-2,.,-0.3,-3,-8,0
CC(C)(C)NS(=O)(=O)c1ccc(OCC(=O)NCC2CCCO2)cc1 (stereo not drawn),-1.7,20,-5,3,-15,13,0.6,-6,1,2
CCOc1ccccc1NC(=O)COC(=O)C(Cc1ccccc1)NC(=O)c1ccco1 (stereo not drawn),0.0,9,-1,0,-5,-9,-1.9,-1,-3,-3
COc1cccc(CC(=O)NN2C(=O)NC3(CCCCC3)C2=O)c1,-6.9,-5,-6,5,4,-6,1.9,-5,7,-2
CC(C)(O)c1cc(=O)sc2nc3ccccc3n12,-1.3,-1,-2,2,3,-3,-0.2,-8,1,-1
CCCCN(C(=O)c1ccco1)c1nnc(-c2cc(OC)c(OC)c(OC)c2)s1,-1.8,-51,-2,-1,-5,-4,2.2,3,2,-5
Cc1nn(-c2ccccc2)c(C)c1[N+](=O)[O-],0.0,-8,0,0,-3,.,-1.5,-19,1,0
O=S(=O)(NCC(Nc1ccccc1)c1ccccc1)c1ccc(Cl)cc1 (stereo not drawn),-0.3,-11,2,-5,-7,-10,-1.4,-4,-6,3
O=C(c1cc2nc(C3CC3)cc(C(F)F)n2n1)N1CCOCC1,-2.2,.,6,-1,-2,2,0.6,-9,-2,1
CCNc1sc(C(=O)OCC)c(N)c1C#N,-0.6,-1,-15,-4,-8,.,0.6,-1,0,4
O=C(NC(=S)NNC(=O)c1ccco1)c1ccccc1,-0.5,1,-2,1,-1,-6,0.4,-8,-3,-5
O=C1/C(=C/N(C(=O)c2ccco2)c2ccc(Cl)cc2)Sc2ccccc21,0.7,-7,-19,-7,10,4,-1.1,-4,-1,0
COc1cccc(CN(C(=O)c2ccccc2Cl)C2CCS(=O)(=O)C2)c1 (stereo not drawn),-1.9,5,-1,-8,3,-3,-0.7,-1,-3,-3
CCc1ccc(OCC(=O)NC(=S)Nc2cccc(CO)c2)c(Br)c1,-1.0,-4,-12,-1,4,5,-0.9,-11,-6,0
COc1ccc(C(C)(C)C)cc1NC(=O)c1c(C)noc1C,0.0,-54,0,-16,-1,-4,-0.1,11,3,-5
CCOc1ccc(S(=O)(=O)Nc2ccncc2)c(C)c1C,0.0,-4,-3,-2,-3,4,0.6,-4,0,-7
CCCNc1nc2c(c(=O)n(C)c(=O)n2C)n1CCc1ccccc1,-1.5,-60,-9,1,-1,.,0.4,5,-1,5
CC(=O)NC1(c2ccc(F)cc2)CCN(C(=O)Nc2ccc(F)cc2F)CC1,.,20,5,-3,0,-1,0.4,-5,-3,-2
Cc1ccccc1Cc1c(C)nc2ncnn2c1C,.,5,-3,2,-4,12,0.1,2,3,1
O=S(=O)(c1ccc(Cl)cc1)c1nc(-c2ccccc2F)oc1NCCN1CCOCC1,-3.1,-12,-7,-3,-6,-4,1.4,2,-5,0
O=C(Nc1ccc(Oc2cccnc2)cc1)c1ccc([N+](=O)[O-])cc1,-1.7,3,-7,-1,.,0,-0.8,-3,-5,-4
CCOC(=O)CSC1=NC(=O)/C(=C/c2ccc(Br)cc2)S1,-1.4,6,0,12,5,-4,0.1,5,8,0
CC(=O)c1ccc(NCC(=O)N2CCN(c3ccccc3)CC2)cc1,.,-23,-7,1,-3,23,-4.6,2,1,-7
CCN1C2=C(C(=O)CCC2)C(c2ccc(O)cc2)C2=C1CCCC2=O,.,-14,5,-1,-16,-7,2.3,3,5,-2
O=C(NCCOC(=O)c1ccc(F)cc1)c1ccc(F)cc1,-1.5,23,-4,-2,5,-5,-1.0,0,-2,3
Cc1ccc(N2C(=O)N(CC(=O)Nc3ccc(C)cc3Cl)C(=O)C2C)cc1 (stereo not drawn),-2.1,-6,-10,1,6,0,-1.2,1,-4,-4
COc1c(F)c(F)c(C(=O)Nc2ccc(NC(=O)Cc3ccccc3)cc2)c(F)c1F,-1.2,.,-2,3,-9,3,-0.1,6,-5,0
CCCCc1nc2c(C)c(N)cnc2n1Cc1cccc([N+](=O)[O-])c1,0.1,27,-7,-1,-7,-1,-1.3,7,4,-4

# Part of the list above, reformatted.
Structure	CAL PDZ FP-1	SR-BI DiI-HDL act	RTF Ca sens inh	DAGLB inh	Rtt109 HAT inh	CAL PDZ FP-2	C-LANA FP	PKA-R2B activ	cardiac RTF act	Keap1 Nrf2 FP
CCCCc1nc2c(C)c(N)cnc2n1Cc1cccc([N+](=O)[O-])c1	0.1	27	-7	-1	-7	-1	-1.3	7	4	-4
COc1c(F)c(F)c(C(=O)Nc2ccc(NC(=O)Cc3ccccc3)cc2)c(F)c1F	-1.2	.	-2	3	-9	3	-0.1	6	-5	0

# (more compounds)
SMILES,CAL PDZ FP-1,SR-BI DiI-HDL act,RTF Ca sens inh,DAGLB inh,Rtt109 HAT inh,CAL PDZ FP-2,C-LANA FP,PKA-R2B activ,cardiac RTF act,Keap1 Nrf2 FP
CC(/C=N/NC(=O)CN1CCN(Cc2ccc(Cl)cc2)CC1)=C\c1ccco1,-1.5,7,15,2,4,-2,0.9,-10,2,-4
O=C(CSc1nc2cc(S(=O)(=O)N3CCOCC3)ccc2o1)Nc1c(F)cccc1F,-0.1,-2,-7,1,-49,.,0.5,-9,4,-3
Cc1cc(/C=C(\C#N)C(=O)NCc2ccco2)c(C)n1-c1cccnc1,-1.1,4,-2,4,13,-1,0.5,0,-5,-5
N#Cc1cc2c([nH]c1=O)CCCC2,-1.4,.,2,-6,-4,-2,-1.6,4,0,-2
Cc1cc(C(C)(C)C)cc(C)c1COC(=O)C1CCC(=O)N1 (stereo not drawn),-1.3,.,0,1,-2,3,0.5,-3,3,0
CCOc1ccc(NS(=O)(=O)c2cnc(Cl)c(Cl)c2)cc1,0.1,3,-1,-2,2,-6,-0.6,-8,0,5
Cc1ccsc1C(=O)OCC(=O)Nc1sccc1C(N)=O,-1.4,43,4,-4,0,-5,0.1,-11,2,2
COc1ccc(O)c(CNn2c(-c3ccc(Br)cc3)nc3ccccc3c2=O)c1,-2.0,-5,10,-1,.,-3,1.4,5,-8,1
Cc1ccc(OCC(=O)NNC(=O)c2ccc(NC(=O)C3CC3)cc2)c(C)c1,-0.7,.,-4,3,0,.,0.9,4,4,7
CCN1CCN(C(=O)C2CCN(C(=O)Nc3ccccc3)CC2)CC1,-0.4,10,-5,0,-7,-9,0.1,-14,-1,5
Cn1c(-c2ccccc2)cnc1NCc1cc(Cl)ccc1O,0.6,8,-2,-3,3,-5,-2.8,-2,-6,-2
CCN(C(=O)COC(=O)c1[nH]c(C)c(C(C)=O)c1C)c1c(N)n(Cc2ccccc2)c(=O)[nH]c1=O,-1.1,-33,-4,-2,10,-2,-2.0,-1,2,0
COc1ccc(Br)cc1/C=N/n1c(C)nc2ccccc2c1=O,-0.9,-42,-3,-3,12,-3,-0.4,-9,0,3
C#CCNC(=O)C1=C[C@H](c2csc3ccccc23)C[C@H](OCc2ccc(CO)cc2)O1,0.3,-20,-4,0,2,-2,3.4,-20,2,-8
CCn1cc(C(=O)NCCCOC)c(=O)c2cc(S(=O)(=O)N(C)C3CCCCC3)ccc21,0.1,11,-1,-3,-3,.,-0.1,-4,1,-3
CCCOC(=O)Cn1cnc2scc(-c3ccc(OC)cc3)c2c1=O,-2.6,-11,8,-2,-6,.,-3.3,7,6,-7
Fc1ccc(NC(=S)N2CCCc3ccccc32)cc1,-0.2,30,-5,0,5,-4,-1.2,4,3,-5
CN1C(=O)CC(N2CCN(CC(N)=O)CC2)C1=O (stereo not drawn),-0.6,16,6,-7,3,-6,0.0,-6,-1,0
Cc1ccc2nc(NC(=O)COC(=O)c3ccccn3)sc2c1,-0.2,3,2,2,-1,0,1.1,8,-3,0
O=C(Nc1c(Cl)cc(Cl)cc1C(=O)NCC1CCCO1)c1ccco1 (stereo not drawn),.,4,-6,-4,-7,-6,-0.3,-15,3,-2
CNC(=S)NNC(=O)Cc1ccccc1,-0.4,15,3,-2,-4,1,0.6,0,4,2
Cc1ccc(NC(=O)CCN2C(=O)C3C4CCC(C4)C3C2=O)cc1Cl (stereo not drawn),-0.4,-5,-6,3,-2,-4,1.7,-4,4,-1
COc1ccc(NC(=O)/C=C/C(=O)O)c([N+](=O)[O-])c1,-1.5,5,2,0,-6,.,-0.7,-4,-3,0
CC(=O)N1CCC(N(CCN2CCOCC2)C(=S)Nc2ccc(C)cc2C)CC1,-0.9,.,-9,1,2,2,-5.5,-1,0,-2
CS(=O)(=O)c1ccc2nc(NC(=O)c3cc([N+](=O)[O-])cc([N+](=O)[O-])c3)sc2c1,-1.0,-26,-1,2,-3,-14,-1.0,7,-2,1

# Bioassay records as filed in PubChem.
